EPAC1 antagonist = blocks human EPAC1 exchange factor. O95398. EPAC1 GEF assay, Rap1b-BODIPY-GDP exchange fluorescence. Potency, µM (series often up to 115 µM), without a hit: at the top dose activity change, negative = inhibition, most hits filed as inhibitors. actives 0.14% (n = 360,000). AID 720709;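 note: potency is the fitted concentration of half-maximal effect; plate controls were vehicle for no effect and positive control for full effect; nearly all actives have a fitted effect of over 50% in size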
EPAC1 ag = activates human EPAC1 exchange factor; O95398; EPAC1 agonist qHTS, biochemical assay; response scale: 100% = response to 6.5 mM cAMP; Potency, µM (titrated, usually from 154 µM), inactives show at the highest dose activation, actives largely listed as activators; actives 0.073% (n = 360,000); AID 720707; note: potency is the fitted concentration of half-maximal effect; nearly all actives have a fitted effect of over 60% in size
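Multi-concentration qHTS readout: loss of Rap1B-bound BODIPY-GDP fluorescence driven by 100 nM EPAC1 with excess GDP (50 uM), monitored kinetically at room temperature; agonist response expressed relative to 6.5 mM cAMP.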
HEK293 tox = cytotoxicity in counter-screen for GLP-1R inverse agonists; AID 624418; Potency, µM (titrated, usually from 38.3 µM), inactives show at the highest dose activity change, negative = inhibition, hits mostly inhibitors; HEK293 cAMP-luciferase reporter cells, luminescence, 24 h; actives 0.13% (n = 410,000);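 note: loss of luciferase light is scored as toxicity; potency is the fitted concentration of half-maximal effect; % is set by controls: 0 for no effect and ±100 for the full control effect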
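Step one: seed cells (200 cells/uL, DMEM with 10% Nu serum, 1% pen-strep). Step two: 12-hour incubation at 37 deg C. Step three: pin 23 nL compound, incubate 24 hr. Step four: add luciferase reagent, read luminescence 12 min later.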
PLK1 PBD inh = inhibitors of human PLK1 polo-box domain binding | Plk1 PBD binding of FITC phosphopeptide, fluorescence polarization | Potency, µM, for the others: max response, negative = inhibition, hits mostly inhibitors | P53350 | actives 2.8% (n = 360,000); note: potency is the fitted concentration of half-maximal effect; series mostly up to about 57 µM; % is set by controls: 0 for no effect and ±100 for the full control effect; nearly all actives have a fitted effect of over 65% in size
PTHR1 agonist = activates the human parathyroid hormone receptor PTHR1. Potency, µM (titrated, usually from 115 µM), without a hit: top-dose activation, actives largely listed as activators. actives 0.075% (n = 410,000). HEK293 GP2 PTHR1 cells, GloSensor cAMP luminescence, 1 h. Q03431; note: potency is the fitted concentration of half-maximal effect; nearly all actives have a fitted effect of over 55% in size; some results filed as inactive show a strong effect at the top dose; inactives centre near -15; many of its hits are not listed in these tables
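HEK-293-derived GP2 cells expressing PTHR1 and a GloSensor cAMP reporter, 3,000/well, plated overnight, given luciferin plus IBMX (each 0.5 mM as added) for 1 h at 37 °C, then compound for 1 h at 37 °C. Luminescence was read after 15 min at room temperature.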
GLP-1R inv ag = GLP-1 receptor (human) inverse agonism; Potency, µM (highest dose often 38.3 µM), without a hit: at the highest dose activity change, negative = inhibition, actives largely listed as inhibitors; actives 1.6% (n = 410,000); HEK293 GLP-1R CRE-luciferase, luminescence, 24 h; GLP-1R form is constitutively active; P43220; note: potency is the fitted concentration of half-maximal effect; % is set by controls: 0 for no effect and ±100 for the full control effect; nearly all actives have a fitted effect of over 55% in size
Target sequence (P43220 whole entry, looked up): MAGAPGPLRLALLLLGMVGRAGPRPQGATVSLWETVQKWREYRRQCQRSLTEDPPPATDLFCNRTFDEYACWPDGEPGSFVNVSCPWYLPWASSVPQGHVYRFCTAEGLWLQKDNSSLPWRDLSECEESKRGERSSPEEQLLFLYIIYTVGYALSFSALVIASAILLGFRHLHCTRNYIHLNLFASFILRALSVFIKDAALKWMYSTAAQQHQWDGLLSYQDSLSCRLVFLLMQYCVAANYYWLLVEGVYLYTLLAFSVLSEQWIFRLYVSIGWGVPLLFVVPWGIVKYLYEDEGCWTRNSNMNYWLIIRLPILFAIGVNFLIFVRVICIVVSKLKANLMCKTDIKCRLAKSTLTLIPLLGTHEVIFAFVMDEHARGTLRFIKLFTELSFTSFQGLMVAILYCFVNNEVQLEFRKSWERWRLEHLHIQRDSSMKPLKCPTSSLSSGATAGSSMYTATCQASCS
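Cells are plated, allowed 12 hours at 37 deg C, then treated with compounds for 24 hr before luciferase detection reagent is added and luminescence is read after 12 min at room temperature. The HEK293 line carries constitutively active GLP-1R with a cAMP-responsive reporter.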
IL-2 act = activators of IL-2; actives 0.065% (n = 360,000); IL-2 activation reporter assay, cell-based qHTS; stimulated with anti-CD3/CD4/CD28 beads; in transgenic mouse T cells; activation, % (series mostly up to about 46 µM); AID 652025; in the data active = activation above about 50%; inconclusive = mostly about 30% to 49%; note: 0% is about no effect
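Screening format: compound pinned onto unstimulated transgenic mouse T cells, 60 min incubation, then anti-CD3/anti-CD4/anti-CD28 bead stimulation for 18 hours at 37 degrees C, followed by EGFP and DsRed detection.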
PI5P4K alpha inh = blocks human PI5P4K alpha kinase activity | P48426 | PI5P4Kalpha enzyme, ADP-Glo luminescence, 60 min; active compounds read low | max response, % | actives 1.2% (n = 330,000) | AID 652105; active = max response of -50% or lower; inconclusive = between -30% and -50%; inactive = -30% or higher; note: value at the top dose of about 77 µM; % is set by controls: 0 for no effect and ±100 for the full control effect
Target sequence (P48426 whole entry, looked up): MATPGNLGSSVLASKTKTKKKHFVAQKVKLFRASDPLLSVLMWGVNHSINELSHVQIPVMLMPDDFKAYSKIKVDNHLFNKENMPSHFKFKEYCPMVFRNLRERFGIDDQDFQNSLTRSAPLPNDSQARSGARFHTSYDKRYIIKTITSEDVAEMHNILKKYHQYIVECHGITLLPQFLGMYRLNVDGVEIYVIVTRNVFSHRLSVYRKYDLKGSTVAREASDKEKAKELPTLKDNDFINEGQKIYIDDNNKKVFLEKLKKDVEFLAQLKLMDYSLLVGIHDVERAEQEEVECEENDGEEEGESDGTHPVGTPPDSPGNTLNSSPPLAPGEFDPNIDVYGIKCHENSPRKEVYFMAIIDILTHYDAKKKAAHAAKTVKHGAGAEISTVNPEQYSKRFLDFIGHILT
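Enzyme plus substrate dispensed, test compounds pinned in, then ATP (5 microM final) added. After 60 min at RT, ADP-Glo reagent 1 for 45 min and reagent 2 for 30 min preceded luminescence imaging.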
GLP1R ag = agonists of human GLP-1 receptor; P43220; HEK293 GLP-1R CRE-luciferase, luminescence, 4-6 h; cells express a hypersensitive GLP-1R form; Potency, µM (doses to about 45.6 µM), without a hit: at the highest dose activation, actives largely listed as activators; actives 0.007% (n = 380,000); note: potency is the fitted concentration of half-maximal effect; % of control where 0% means no effect
Numbers without * were called inactive; i = inactive; ? = inconclusive; · = not tested or not shown; & = joins results of further samples; [ ] = another dose, or the depositor's remark. Unless noted, calls come from the whole dose curve; as a rule, active = well fitted curve in the direction sought with a large enough effect; inconclusive = small, poorly fitted or top-dose-only effect, or another doubt; inactive = no such curve, though single readings can be large; an effect the other way counts as inactive or inconclusive. An excerpt, so the mix of outcomes need not match the whole.

Second line of a record – EPAC1 antagonist, EPAC1 ag, HEK293 tox, PLK1 PBD inh, PTHR1 agonist, GLP-1R inv ag, IL-2 act, PI5P4K alpha inh, GLP1R ag
CC(CN1CCN(CCOCCO)CC1)CN1c2ccccc2Sc2ccc(Cl)cc21 (stereo not given)
→ -15%, -1%, ?, 0%, i, ?, -4.8, -2, -3%
O=C(CCCOc1ccccc1)N1CCN(c2ccc(F)cc2)CC1
→ -2%, 3%, 13%, -7%, -7%[57.5 µM], ?, -0.5, 1, 35%
COc1ccc(-n2c(Cc3cc(=O)[nH]c(=O)[nH]3)nnc2SCc2ccccc2)cc1
→ 1%, -11%, 0%, -8%, -2%, 10%, -3.4, -9, -2%
O=C(Nc1nnc(SCc2ccc(Cl)cc2Cl)s1)C1COc2ccccc2O1 (stereo not given)
→ ?, 22%, -3%, ?, -67%[inhibitor], -23%, -0.6, -3, -5%
COc1cccc(N2CC(C(=O)Nc3nnc(SCC(=O)Nc4cc(C)on4)s3)CC2=O)c1 (stereo not given)
→ -2%, -3%, 2%, -1%, -13%, 7%, -0.2, 2, -10%
O=C(CNC(=O)c1ccccc1Br)N/N=C/c1cccnc1
→ 5%, 18%, -12%, -3%, i, 24%, -1.5, 6, -4%
CC1CC(NC(=O)N(C)C)N(C)C(=O)N1 (stereo not given)
→ -6%, -6%, 8%, -14%, -12%, 16%, 0.4, -1, -4%
C/C(=N\NC(=O)CCCNc1ccc(C)cc1)c1ccccn1
→ -10%, 4%, ?, -3%, -16%, ?, 0.5, 1, -5%
N#Cc1ccc(C(c2nnnn2Cc2ccccc2)N2CCCC2)cc1 (stereo not given)
→ 3%, 0%, -13%, ?, -12%[57.5 µM], -10%, -1.4, -6, 0%
Cc1cccc(NC(=O)c2ccc(S(=O)(=O)N3CC(C)OC(C)C3)cc2)n1 (stereo not given)
→ -3%, 6%, 8%, -5%, -24%, -6%, 0.3, -4, -5%
CSc1ccccc1C(=O)OCC(=O)Nc1c(C)n(C)n(-c2ccccc2)c1=O
→ -2%, 4%, 7%, -11%, -37%[inhibitor], -4%, 0.9, 1, 0%
COc1cccc(OCC(=O)Nc2ccccc2-c2ccccc2)c1
→ -21%, 4%, 34%[activator], -15%, -28%, ?, 0.6, 6, 8%
O=C(CSc1nnc(-c2ccncc2)s1)Nc1ccc(Cl)c(C(=O)O)c1
→ -1%, 6%, 2%, 0%, i, 13%, 1.1, 4, -2%
Nc1nc(CCl)nc(Nc2ccc3ccccc3c2)n1
→ -2%, 2%, -46%, -17%, -47%[inhibitor], -38%, -5.8, -10, ?
O=C(NC(Cc1c[nH]c2ccccc12)C(=O)O)c1ccc(F)cc1 (stereo not given)
→ 15%, -6%, -2%, -2%, i, -5%, -0.2, 4, 4%

Next section:
Second line of a record – EPAC1 antagonist, EPAC1 ag, HEK293 tox, PLK1 PBD inh, PTHR1 agonist, GLP-1R inv ag, IL-2 act, PI5P4K alpha inh, GLP1R ag
Cc1ccc(CCNC(=O)CS(=O)Cc2nc(-c3ccccc3Cl)oc2C)cc1 (stereo not given)
→ -15%, -14%, -12%&-4%, -27%, -44%[inhibitor], ?, 0.1, 0, 6%
CC1CC(C)CN(C(=O)C(C)N2CCN(S(=O)(=O)c3ccc(Br)s3)CC2)C1 (stereo not given)
→ -4%, 7%, 2%, -7%, -38%[inhibitor], ?, -0.6, 4, -1%
O=C(NCc1cccs1)C(=O)c1cn(CC(=O)N2CCCC2)c2ccccc12
→ 1%, -1%, -10%[0.307 µM], -9%, i, -14%[0.307 µM], 1.8, -2, -1%
CN(C)NC1CC(=O)N(c2ccccc2)C1=O (stereo not given)
→ 0%, 7%, 1%, -2%, i, 2%, -0.8, 1, 2%
O=C1C2CCCN2C(=O)N1CCN1CCN(CCO)CC1 (stereo not given)
→ -9%, 1%, 2%, 1%, 0%, 0%, 3.5, 3, -2%
O=C(NN1C(=O)NC2(CCCCC2)C1=O)c1ccc(-c2ccccc2Cl)o1
→ -14%, -1%, -9%, -1%, -18%, ?, 2.4, 21, 2%
CCOC(=O)CC(NC(=O)Cn1nnc(-c2ccc(C(F)(F)F)cc2)n1)c1ccc(C)cc1 (stereo not given)
→ ·, ·, 7%, ·, -38%[inhibitor], 7%, ·, ·, -8%
COc1ccc(NC(=O)Cn2cnc3ccc(S(=O)(=O)N4CCC(C)CC4)cc3c2=O)c(OC)c1
→ ·, ·, 1%, ·, ?, 7%, ·, ·, 4%
COc1ccc(S(=O)(=O)N2CCN(C(c3ccccc3)c3ccccc3)CC2)cc1NC(C)=O
→ -2%, -6%, -18%, -7%, -17%, -38%, 0.6, 7, -4%
Cc1cccc(C)c1N1CCN(c2n[nH]c(N)n2)CC1
→ 4%, -7%, 8%, -2%, i, -7%, 0.1, 4, 7%
CC1CCCCC1NC(=O)COc1ccc(-n2cnnn2)cc1 (stereo not given)
→ 7%, -1%, -2%, -5%, -7%, 0%, 0.1, 4, 7%
O=S(=O)(NCCc1csc(-c2cccnc2)n1)c1ccc2c(c1)OCCO2
→ -1%, 1%, -1%, -8%, i, 7%, -1.6, -11, 12%
CC(=O)Nc1ccc(NC(=O)COc2ccc([N+](=O)[O-])cc2)cc1
→ -10%, 3%, -5%[7.66 µM], -19%, i, -2%[7.66 µM], 1.2, -3, -1%
O=C(NCCc1ccccc1)C(=Cc1ccc(C(=O)O)cc1)C(=O)NCCc1ccccc1
→ -11%, -1%, 4%, -7%, i, 1%, 0.8, -11, 1%
COc1ccc(C(=O)NC(=S)Nc2nnn(C)n2)cc1
→ 1%, -5%, -5%, ?, i, 3%, 0.2, -6, -3%

Of the compounds above, 2 contain a thiophene ring, fused or not.
Second line of a record – EPAC1 antagonist, EPAC1 ag, HEK293 tox, PLK1 PBD inh, PTHR1 agonist, GLP-1R inv ag, IL-2 act, PI5P4K alpha inh, GLP1R ag
CC1CC(C)CN(C(=O)C(C)N2CCN(S(=O)(=O)c3ccc(Br)s3)CC2)C1 (stereo not given)
→ -4%, 7%, 2%, -7%, -38%[inhibitor], ?, -0.6, 4, -1%
O=C(NCc1cccs1)C(=O)c1cn(CC(=O)N2CCCC2)c2ccccc12
→ 1%, -1%, -10%[0.307 µM], -9%, i, -14%[0.307 µM], 1.8, -2, -1%

Additional structures follow:
Second line of a record – EPAC1 antagonist, EPAC1 ag, HEK293 tox, PLK1 PBD inh, PTHR1 agonist, GLP-1R inv ag, IL-2 act, PI5P4K alpha inh, GLP1R ag
COC(=O)N/N=C(C)\C=C\c1ccco1
→ ?, 0%, 4%, -5%, i, 6%, 0.7, -1, 6%
Cc1nc(NC(=O)C2CCCC2)sc1Cc1ccc2c(c1)OCO2
→ -12%, 3%, -21%, -2%, -32%[inhibitor], ?, -2.5, 1, 26%
Cc1ccc(S(=O)(=O)Nc2ccc3nc(C)sc3c2)cc1
→ 9%, -6%, -4%, -11%, -23%[57.5 µM], 6%, -0.8, -4, -8%
O=C(O)c1c2c(nc3ccccc13)/C(=C/c1ccc(O)cc1)CC2
→ ?, -3%, 192%[activator], 19µM*, -28%, ?, 1.6, ?, 0%
C=CCc1ccc(OC(=O)c2ccccc2)c(OC)c1
→ 10%, -6%, 3%, 4%, -86%[inhibitor], -18%, -0.4, 11, -2%
Nc1c(C(=O)Nc2ccc(S(=O)(=O)N3CCCC3)cc2)sc2nc3ccc(OC(F)(F)F)cc3cc12
→ -14%, ?, ?, 10%, i, ?, 22, ?, -1%
O=C(CN(c1ccccc1)S(=O)(=O)c1ccc(F)cc1)NC1CCCCCC1
→ -1%, -25%, -7%, -1%, 1%, -4%, 2.4, 2, 8%
CCN1CCN(C(=O)c2c(-c3c(F)cccc3Cl)noc2C)CC1
→ 10%, 6%, -13%, -17%, i, 8%, -0.4, -2, -12%
Cc1cc(S(=O)(=O)n2ccnc2)c(Cl)cc1Cl
→ 1%, 2%, 5%, -8%, i, 5%, 0.2, 0, 0%
C[C@H]1NC(=O)[C@@]2(C)[C@@H](c3ccccc3)[C@H]3COc4ccccc4[C@@H]3N2C1=O
→ -6%, 4%, ?, -1%, 0%, 2%, -2.1, 3, 5%
Cc1ccc(C(=O)COC(=O)c2cccs2)cc1
→ 2%, 16%, -4%, -9%, -32%, 0%, -2.0, ·, -17%
COc1ccccc1CNc1ncnc2c1cnn2-c1ccccc1
→ ?, -8%, 3%, -22%, -40%[inhibitor], ?, -2.0, -8, -1%
COc1cc2c(C#CCCCO)c(-c3ccsc3)oc(=O)c2cc1OC
→ 5%, -12%, 2%, -1%, -24%, 42%[activator], -0.4, -7, 14%
O=C(NCc1cccnc1)c1cc(C2CCCCN2C(=O)c2ccc(Cl)cc2)on1 (stereo not given)
→ 16%, -3%, -1%, 2%, i, 22%, -0.5, -3, 2%
CCCCN(CC)CCNC(=O)Cn1cnc2sc(C)c(S(=O)(=O)N3CCOCC3)c2c1=O
→ 1%, -4%, -22%, -6%, i, -12%, 2.7, 0, -8%
Cn1c(=O)c2c(nc(CN3CCc4ccccc4C3)n2CC(=O)c2ccccc2)n(C)c1=O
→ -3%, 12%, 1%, -8%, i, -2%, 0.0, ·, -3%

Sorted by the number under GLP1R ag (high to low): some entries from above.
molecule | GLP1R ag
COc1cc2c(C#CCCCO)c(-c3ccsc3)oc(=O)c2cc1OC | 14%
COC(=O)N/N=C(C)\C=C\c1ccco1 | 6%
C[C@H]1NC(=O)[C@@]2(C)[C@@H](c3ccccc3)[C@H]3COc4ccccc4[C@@H]3N2C1=O | 5%
O=C(NCc1cccnc1)c1cc(C2CCCCN2C(=O)c2ccc(Cl)cc2)on1 (stereo not given) | 2%
COc1ccccc1CNc1ncnc2c1cnn2-c1ccccc1 | -1%
Cn1c(=O)c2c(nc(CN3CCc4ccccc4C3)n2CC(=O)c2ccccc2)n(C)c1=O | -3%
